Screens from PubChem BioAssay.
OX1R antagonist: human HCRTR1 antagonism | CHO/OX1R cells, Fluo-8 calcium fluorescence, orexin A | O43613 | actives 0.43% (n = 330,000) | inhibition, % at 5 µM | AID 434989;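 active means inhibition above its plate's threshold, mean inhibition of all tested compounds on the plate plus 3 SD, cut at about 37% in these data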;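 further: 0% = orexin A challenge wells and 100% = SB-334867-A antagonist wells; not every result past the cut was called active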
Target sequence (O43613 whole entry, looked up): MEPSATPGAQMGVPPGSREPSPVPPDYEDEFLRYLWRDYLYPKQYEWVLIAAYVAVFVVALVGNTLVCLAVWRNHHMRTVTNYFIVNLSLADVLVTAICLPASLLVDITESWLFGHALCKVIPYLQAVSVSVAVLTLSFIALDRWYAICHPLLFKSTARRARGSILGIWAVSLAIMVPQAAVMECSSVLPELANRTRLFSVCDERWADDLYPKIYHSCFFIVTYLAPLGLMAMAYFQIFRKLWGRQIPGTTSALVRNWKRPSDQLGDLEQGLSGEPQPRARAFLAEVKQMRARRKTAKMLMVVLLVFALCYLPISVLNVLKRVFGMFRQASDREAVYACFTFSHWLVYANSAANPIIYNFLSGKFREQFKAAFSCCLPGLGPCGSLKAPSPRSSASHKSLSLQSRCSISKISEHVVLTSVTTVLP
CHT allo act: human CHT allosteric activation; Q9GZV3; AID 488977; CHT-expressing cells, membrane potential dye, choline EC20; stronger effect = higher value; LV-AA mutant CHT in HEK293 cells; B-score at 10 µM; actives 0.49% (n = 310,000);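 active means initial fluorescence not abnormally high and integrated response B-score, plate-corrected, over 3 SD above library mean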
Target sequence (Q9GZV3 whole entry, looked up): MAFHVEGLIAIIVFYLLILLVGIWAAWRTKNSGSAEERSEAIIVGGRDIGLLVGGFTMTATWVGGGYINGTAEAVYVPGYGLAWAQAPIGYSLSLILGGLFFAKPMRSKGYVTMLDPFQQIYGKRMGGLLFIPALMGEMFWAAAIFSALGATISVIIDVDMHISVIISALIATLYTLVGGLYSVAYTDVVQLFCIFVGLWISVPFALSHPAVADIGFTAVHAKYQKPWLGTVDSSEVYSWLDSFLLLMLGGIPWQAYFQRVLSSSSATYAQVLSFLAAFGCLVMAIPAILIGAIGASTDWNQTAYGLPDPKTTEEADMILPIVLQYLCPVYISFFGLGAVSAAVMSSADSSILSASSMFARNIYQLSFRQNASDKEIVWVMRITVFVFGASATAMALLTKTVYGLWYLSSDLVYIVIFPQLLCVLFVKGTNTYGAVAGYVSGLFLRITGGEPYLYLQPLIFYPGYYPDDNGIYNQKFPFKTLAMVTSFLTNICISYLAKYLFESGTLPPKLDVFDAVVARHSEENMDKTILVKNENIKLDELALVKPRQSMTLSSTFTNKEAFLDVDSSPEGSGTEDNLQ
* marks the source's active call; other numbers are inactive results; i = inactive; / = not tested or not shown. Compounds as they come. About 0.8% of those tested had a hit in this group.

Values in the order: OX1R antagonist	CHT allo act
CCN(CC)S(=O)(=O)c1ccc(C(=O)NCC(=O)NC2CC2)cc1
  13.1	i
CCN(c1ccc(NC(=O)c2cccc(S(=O)(=O)N3CCN(C)CC3)c2)cc1)C(C)C
  -19.2	i
COCCn1c(SCC(=O)N2CCc3ccccc3C2)nc2cc(Cl)ccc2c1=O
  -7.8	i
CCC1CCCCN1C(=O)Cn1nc([N+](=O)[O-])c(Cl)c1C (stereo unspecified)
  -15.8	i
CC(=O)NC1C(=O)N(CCN2CCOCC2)c2ccc(Br)cc21 (stereo unspecified)
  1.2	i
CCOc1ccc(OCC(=O)NCc2n[nH]c(=O)c3ccccc23)cc1
  -14.7	i
COc1ccc(CCC(=O)NC(C)c2ccccc2)cc1OC (stereo unspecified)
  -6.4	i
N#CNC(=Nc1cccc(F)c1)SCc1ccccc1
  0.9	i
CCc1nnc(NC(=O)CSc2nnc(-c3ccco3)n2C)s1
  -5.9	i
c1ccc2c3c(cc(N4CCOCC4)c2c1)OC1(N2CCOCC2)CCCCC1O3 (stereo unspecified)
  -18.4	i
Cc1cc(C)c(C#N)c(Nc2ccccc2Cl)n1
  -5.9	i
O=C(CSc1nc(C2CCCCC2)nc2ccccc12)N1CCCC1
  -35.3	i
CC(CCc1ccccc1)NC(=O)C1CCC1 (stereo unspecified)
  -20.6	i
CC1(C)CCC[C@]2(C)C(CS(=O)c3ccccc3)=C(C=O)CC[C@@H]12 (stereo partly specified)
  -16.9	i
Cc1ccc(NC(=O)C2C3C=CC(O3)C2C(=O)O)c(C)c1 (stereo unspecified)
  -12.8	i
Cn1nnnc1SCc1c(F)cccc1F
  -7.5	i
O=C(NC(=S)Nc1c(Cl)ccc2nsnc12)c1ccco1
  -34.5	i
COc1ccc2nc(-c3ccccn3)[nH]c2c1
  -17.5	i
COc1ccc(S(=O)(=O)N2CCOC23CCN(C(=O)c2ccccc2OC)CC3)cc1
  -17.2	i
CCCN1CCN(c2ncnc3c2nnn3Cc2ccccc2)CC1
  -6.5	i
O=C(O)c1ccccc1/C=N/NC(=S)NC1CCCCC1
  -12.9	i
Cn1nc(C(=O)OCC(=O)NCCc2ccccc2)c2ccccc2c1=O
  -20.1	i
C=CCC(C(=O)OC)(C(=O)OC)c1ccccc1[N+](=O)[O-]
  8.8	i
COc1ccc(NS(=O)(=O)c2ccc3c(c2)oc(=O)n3C)c(OC)c1
  3.1	i
C=CCOc1nc(-c2ccccc2Cl)nc2ccccc12
  -44.9	i
CS(=O)(=O)c1ccc([C@@H](O)[C@@H](CO)NC(=O)C(Cl)Cl)cc1
  -5.3	i
CC(C)=CCN1CCNC(=O)C1CC(=O)NCc1nc(C)c(C)s1 (stereo unspecified)
  -20.8	i
CCOC(=O)N1CCN(CC(=O)Nc2cccc(Br)c2)CC1
  -8.6	i
CC1=C(C(=O)OCc2ccccc2)C(c2ccc([N+](=O)[O-])cc2)NC(=O)N1CCCC(=O)O (stereo unspecified)
  4.1	i
COc1ccc([C@H]2CC(=O)C=C(/C=C/c3ccccc3)C2)cc1OC
  -16.0	/
Cn1ccc(NC(=O)c2ccc([N+](=O)[O-])cc2)n1
  -9.5	/
C/C(=N\NC(=S)NC1CCCCC1)c1c(F)cccc1F
  -24.9	i
CCN1C(=O)/C(=C\c2ccc(-c3cccc(C(=O)OC)c3)o2)SC1=Nc1ccc(C(=O)O)cc1
  -4.7	i
Cc1ccc(F)cc1NC(=O)c1sc2ncn(CC(=O)N3CCN(c4ccccn4)CC3)c(=O)c2c1C
  -25.5	i
CC(C)N(CCNC(=O)c1ccc(NC2=NC3CS(=O)(=O)CC3S2)cc1)Cc1ccco1 (stereo unspecified)
  -4.1	i
O=C(NNC(=O)C1CC(c2cccs2)=NO1)NC1CCCCC1 (stereo unspecified)
  -3.5	i
Cc1nc2cc(NS(=O)(=O)c3cccc4cccnc34)ccc2s1
  -9.6	i
Cc1csc(NC(=O)C2CCC(C)(C(=O)O)C2(C)C)n1 (stereo unspecified)
  -6.7	i
Cc1nn(C)c(Cl)c1CN1CCN(C2CCCCC2)C(CCO)C1 (stereo unspecified)
  -11.8	i
NS(=O)(=O)c1ccc(N2CCN(C(=O)c3ccco3)CC2)nc1
  -8.4	/
CCNC(=O)C1CC(=O)N(Cc2ccc3c(c2)OCO3)C(=Nc2ccc(OCC)cc2)S1 (stereo unspecified)
  -5.8	i
O=C(COC(=O)c1ccccc1NC(=O)c1ccco1)NC1CCS(=O)(=O)C1 (stereo unspecified)
  -14.9	i
COc1ccc(N(C(=O)c2ccncc2)S(=O)(=O)c2ccc(F)cc2)cc1
  -11.7	i
CCCN1C2CCCC1CC(NC(=O)c1ccccc1F)C2 (stereo unspecified)
  -11.5	i
CCCOC(=O)C1=C(C)NC(=O)NC1c1ccc(Br)s1 (stereo unspecified)
  -41.1	i
CCOc1ccccc1N1CCN(C(=O)NCc2ccc(C)cc2)CC1
  -22.4	i
COc1cccc(/C=C2\SC(=S)N(CCCC(=O)Nc3cc(C)on3)C2=O)c1
  -26.1	i
COc1ccc(-n2nc3c(c2NC(=O)c2cc4ccccc4o2)CS(=O)(=O)C3)cc1
  -20.8	i
CSc1cccc(NC(=O)CN(c2ccccc2)S(=O)(=O)N(C)C)c1
  -21.1	i
CSc1cccc(NC(=O)CN(C2CCCCC2)S(C)(=O)=O)c1
  -5.5	8.9*
Cc1ccc(C)c(N2CCN(C(=O)Cn3cccc3)CC2)c1
  -27.1	i
Cc1sc(NC(=O)Cc2ccc3c(c2)OCO3)nc1-c1ccc2c(c1)CCN2C(=O)c1ccccc1F
  -14.1	i
O=S(=O)(Nc1cccc2ccccc12)c1cccs1
  5.4	i
CCOC(=O)C(NC(=O)NCc1cccc(C(F)(F)F)c1)(OCC)C(F)(F)F (stereo unspecified)
  -7.7	i
CCOC(=O)c1cnn(-c2nc(C)cc(C)n2)c1N
  -11.5	i
CC1CCc2nc3ccc(S(=O)(=O)N4CCC(C(=O)N5CCCCCC5)CC4)cc3c(C(=O)O)c2C1 (stereo unspecified)
  -20.8	i
CN(C)S(=O)(=O)c1ccc(Cl)c(NC(=O)CNC2(C)CCS(=O)(=O)C2)c1 (stereo unspecified)
  -6.9	/
CCOC(=O)c1c(-c2ccc(C)c(C)c2)csc1NC(=O)C1CC=CCC1C(=O)O (stereo unspecified)
  2.1	i
O=S(=O)(CCN1C=CC(C(F)(F)F)=NCC1)c1ccc(Cl)cc1Cl
  -23.5	i
O=C(O)c1ccccc1-c1csc(-c2ccccc2)n1
  1.8	i

Further structures:
Values in the order: OX1R antagonist	CHT allo act
CC(C)NS(=O)(=O)c1ccc(OCC(=O)NC(C)c2ccccc2)cc1 (stereo unspecified)
  -20.3	i
CCNc1nc(NCC)nc(N(CC)C(N)=S)n1
  -18.2	i
CCn1c(SCC(=O)Nc2oc(-c3ccccc3)c(-c3ccccc3)c2C#N)nnc1-c1ccco1
  -45.5	i
CSc1nnc(NC(=O)c2nc(S(=O)(=O)Cc3cccc(C)c3)ncc2Cl)s1
  -20.3	i
CCOC(=O)N1CCN(c2c(-c3ccc(C)c(C)c3)c(=O)c2=O)CC1
  -10.2	i
COC(=O)c1sc(SC)nc1N
  -6.8	i
O=C(N/N=C\c1ccc(F)cc1)c1csnn1
  -16.1	i
O=[N+]([O-])c1ccc(CSc2ncnc3c2ncn3[C@@H]2O[C@H](CO)[C@@H](O)[C@H]2O)cc1
  -8.0	i
CCN(CC)C(=S)Sc1c(-c2ccccc2)c2cc(Cl)ccc2[nH]c1=O
  -6.7	i
O=C(CSc1nnc(CNC(=O)c2c(F)cccc2Cl)o1)NC1CCCCC1
  -16.9	i
CCN(CC(=O)NCc1ccc(Cl)cc1)C(=O)CSc1ccccc1F
  -33.9	i
COc1ccc(-c2cc3ccc(OCc4nn[nH]n4)cc3oc2=O)cc1OC
  0.9	i
CCCCOc1ccc(NC(=S)Nc2cc(C)nc(SCCCC)n2)cc1
  -6.6	i
O=C(CN1C(=O)COc2ccccc21)NCC1CCCO1 (stereo unspecified)
  -0.3	i
O=C(Nc1ncc2c(n1)CC(c1ccco1)CC2=O)c1ccc(Cl)cc1 (stereo unspecified)
  -26.8	i
COc1ccc(CN2CCCC(C(=O)c3ccc(Cl)cc3)C2)cc1Cn1cccn1 (stereo unspecified)
  -25.1	i
Cc1ccc(OCCNC(=O)CCC(=O)N2CCOCC2)cc1
  -13.8	i
CCCCN(C(=O)CSCC(=O)Nc1ccc(C)cc1)c1c(N)n(Cc2ccccc2)c(=O)[nH]c1=O
  -35.5	i
Cc1ccccc1-c1nc2ccc(Cl)cc2c(=O)n1O
  2.5	i
COc1ccccc1CNC(=S)NCc1ccc(Cl)cc1
  -1.1	i
CC(=O)Nc1cc2c(cc1Br)OCCO2
  0.2	i
CC(C)c1ccc2c(c1)CCC1C(C)(CN)CCCC21C (stereo unspecified)
  -4.4	i
N=c1c2c(-c3ccccc3)c(-c3ccccc3)n(Cc3ccco3)c2ncn1Cc1ccco1
  37.1	i
COc1ccc(CCNS(=O)(=O)c2cn(C)c(=O)n(C)c2=O)cc1
  -2.9	i
Cc1ccc(CN2CCN(c3ncccn3)CC2)o1
  -18.5	i
O=C(Nc1ccccc1)N1CCN(c2ccccn2)CC1
  -4.4	i
O=[N+]([O-])c1ccc(S(=O)(=O)N/N=C/c2ccsc2)cc1
  /	i
COc1ccc(O)c(/C=N/N2CCOCC2)c1
  0.6	i
COc1ccc(C(=O)N/N=C/c2c(CO)cnc(C)c2O)cc1
  -23.8	i
CCOc1ccc(NC(=O)CN(C)C(=O)c2ccc(OCc3ccccc3)c(OC)c2)cc1OCC
  -25.1	i

In the list so far, these have a nitro group on carbon.
Values in the order: OX1R antagonist	CHT allo act
CCC1CCCCN1C(=O)Cn1nc([N+](=O)[O-])c(Cl)c1C (stereo unspecified)
  -15.8	i
C=CCC(C(=O)OC)(C(=O)OC)c1ccccc1[N+](=O)[O-]
  8.8	i
CC1=C(C(=O)OCc2ccccc2)C(c2ccc([N+](=O)[O-])cc2)NC(=O)N1CCCC(=O)O (stereo unspecified)
  4.1	i
Cn1ccc(NC(=O)c2ccc([N+](=O)[O-])cc2)n1
  -9.5	/
O=[N+]([O-])c1ccc(CSc2ncnc3c2ncn3[C@@H]2O[C@H](CO)[C@@H](O)[C@H]2O)cc1
  -8.0	i
O=[N+]([O-])c1ccc(S(=O)(=O)N/N=C/c2ccsc2)cc1
  /	i

(list continues)
Values in the order: OX1R antagonist	CHT allo act
COc1ccc(/C=C(/NC(=O)c2ccco2)C(=O)N2CCOCC2)cc1
  -0.7	i
COc1ccc2nc(N3CCCC(C(=O)NCCc4ccc(OC)c(OC)c4)C3)sc2c1 (stereo unspecified)
  -41.6	i
O=C(NCC(=O)N1CCN(c2ccccc2F)CC1)c1cccs1
  -10.6	i
COc1ccc(C(=O)CCN2CCC(C)CC2)cc1
  -1.2	i
Cc1ccc2cc(C)c(SCC(=O)Nc3cc(C)on3)nc2c1
  -20.2	i
Cc1cc(C)nc(NC(=O)NS(=O)(=O)N2CCCCCC2)n1
  -5.9	i
c1ccc(C2(Cn3ccc4ccccc43)OCCO2)cc1
  -32.1	i
CC(C)NC[C@@H](O)COc1ccc(CC(N)=O)cc1
  -0.5	i
CC12CCC(C(=O)N/N=C/c3ccc(O)cc3O)(OC1=O)C2(C)C (stereo unspecified)
  -7.0	i
O=C(O)C1(c2ccccc2)CCN(S(=O)(=O)c2cccs2)CC1
  4.8	i
COc1ccc(-c2nc(SCc3ccccc3)n(C(=O)c3ccco3)n2)cc1
  -16.3	i
CN(CCO)c1ccc(-c2nn(C)c(=O)c3ccccc23)cc1[N+](=O)[O-]
  -15.9	i
CCOC(=O)[C@H]1[C@H]2COc3ccccc3[C@@H]2N2C(=O)[C@@H](CO)NC(=O)[C@@]12C
  -3.8	/
COC(=O)c1ccccc1NC(=O)N1CCCC1
  1.0	i
Cc1cccc(N/C(N)=N/c2nc(CSc3ccc(Cl)cc3)cc(=O)[nH]2)c1
  -13.9	i
O=C(N/N=C/c1cccc(OC(=O)c2ccco2)c1)c1ccc(F)cc1
  -20.9	i
Cc1nc(Nc2ccc(Cl)cc2)c(C#N)c(=O)[nH]1
  -11.6	i
COC(=O)c1cc(C)nc(Sc2ccccc2NC(C)=O)n1
  -8.7	i
Cc1ccccc1N1C(=O)C2ON(c3ccccc3)C(c3cccnc3)C2C1=O (stereo unspecified)
  -11.4	i
CCOc1ccc(NC(=O)CN(C)C(=O)CSCc2ccc(C)cc2)cc1OCC
  -26.9	i
COc1ccc(-c2nnc(-c3ccc(N)cc3)o2)cc1
  -21.2	i
CCS(=O)(=O)c1ccc(O)c(NC(=O)COc2ccc(C)cc2)c1
  5.5	i
O=S(=O)(NCCCc1ccccc1)c1ccc(Br)cc1
  -29.1	i
CC1CCCCN1Cc1nc2c(c(=O)n(C)c(=O)n2C)n1Cc1c(F)cccc1Cl (stereo unspecified)
  -53.8	i
C[C@H](CO)N1C[C@H](C)[C@@H](CN(C)Cc2ccncc2)Oc2c(NS(=O)(=O)c3ccc(Cl)cc3)cccc2C1=O
  -29.9	/
CCNC(=O)NC(=O)C(C)OC(=O)c1oc2ccc(OCC)cc2c1C (stereo unspecified)
  -34.2	i
CCOc1ccc(N(CC(=O)NC(C(C)C)C(C)C)S(=O)(=O)c2ccc(OC)c(OC)c2)cc1
  -35.2	i
O=C(NCc1ccc2c(c1)OCO2)c1ccc(CS(=O)(=O)c2cccc(C(F)(F)F)c2)o1
  -24.8	i
Cn1cccc1/C=C1\SC(=S)N(NC(=O)c2ccc(F)cc2)C1=O
  -0.9	i
